Cneo AK release = causes C. neoformans cell lysis | adenylate kinase release luminescence, 4 h; normalised: neutral wells 0, clomiphene wells 100 | hit rate 0.2% among 360,000 | AID 651654 | lysis activity, % at 15 µM;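 active = mean lysis activity across replicates of at least 80%, whatever share of replicates individually reach that level; inactive = mean lysis activity below 80%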
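Material – Cryptococcus neoformans yeast cells · Quantity – 5 × 10^6 yeast cells/mL · Buffer or medium – YPD medium · Compound – single dose · Timing – 4 h static compound exposure, 37 °C, read 1 h post-reagent · Signal – adenylate kinase release luminescence · Read-out basis – lysis from increased AK signal · Benchmarks – Clomiphene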
C2C12 statin = suppressors of simvastatin-induced myotoxicity in C2C12 myotubes. ATP luminescence, 48 h; scaled: DMSO 0, geranylgeraniol control 100. hit rate 0.78% among 330,000. AID 602340. rescue of ATP level, % at 7.49 µM;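 active = mean ATP rescue above about 67%, or every replicate alone reaching that limit, limit read from the data, passing the limit was not always enough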;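 also: myotubes were challenged with 10 µM simvastatin during compound exposure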
PGC1a acetyl inh = PGC1a acetylation modulation, inhibitor mode; inhibition, % at 15.6 µM; hit rate 0.17% among 350,000; U2OS PGC1a acetylation, AlphaScreen anti-acetyl-lysine; with virally co-expressed GCN5 acetyltransferase;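 active = every replicate shows inhibition of at least 40%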;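 also: 0% = neutral control wells and 100% = positive control wells; some results beyond the cut were filed as inactive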
LGR2 antag = inhibitors of bursicon-induced Drosophila LGR2 receptor cAMP signaling. hit rate 0.35% among 380,000. HEK293 LGR2, CRE-luciferase, bursicon-stimulated, 4 h. inhibition, % at 9.99 µM. AID 720647;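 active = drop in luminescence signal, shown as inhibition above about 50% in the replicate tests, limit read from the data, passing the limit was not always enough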;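 also: agonist challenge used bursicon conditioned medium at about half maximal strength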
XiGFP reactiv = reactivates the inactive X chromosome in mouse fibroblasts; XiGFP mouse fibroblasts, % GFP-positive cells imaging, 3 d; cells co-treated with 5-aza-dC sensitizer; scaled so ellipticine positive control = 100%; activation, % at 7.58 µM; hit rate 0.055% among 360,000; AID 743238;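 active = mean normalized replicate activation at least 10% and every replicate at or above 10%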;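 also: 0% = median of on-plate neutral control wells and 100% = ellipticine 6 µM median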
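Schedule: 3 d treatment, 15 min room-temperature fixation; system: 68-5-11 XiGFP fibroblast line; buffer or medium: DMEM plus 5-aza-dC sensitizer; control set: ellipticine 6 µM positive control; compound: one concentration, pinned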
S100A4 inh HTS = inhibitors of human S100A4 binding to myosin IIA peptide; P26447; AID 652163; S100A4/TAMRA-MyoIIA peptide fluorescence polarization; inhibition, % at 10.7 µM; hit rate 0.14% among 360,000;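 active = mean inhibition of at least 70% across replicates, with every replicate also reaching that level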
Target sequence (P26447 whole entry, looked up): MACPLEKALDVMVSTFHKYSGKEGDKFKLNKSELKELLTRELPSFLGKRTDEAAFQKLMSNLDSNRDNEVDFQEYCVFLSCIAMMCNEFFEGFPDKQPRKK
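Test system: S100A4 monomer protein; Medium: HEPES pH 7.2 with CaCl2, KCl, NaCl, DTT, Triton; Probe or stimulus: TAMRA-labelled myosin IIA heavy-chain peptide probe, 5 nM; Doses: one dose per compound; Times: polarization read 5 min after assay mix addition, stable 5–60 min; Benchmarks: neutral control DMSO, positive control TFP.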
SIRT5 inh = sirtuin-5 (human) deacylase inhibition; Q9NXA8; Purified SirT5, succinyl-peptide AMC, trypsin-coupled fluorescence; inhibition, % at 15 µM; hit rate 1.1% among 330,000; AID 652115; in the data active = inhibition above about 15%
ERAP1 inh = ERAP1 (human) enzyme inhibition; inhibition, % at 10.7 µM; recombinant ERAP1, Leu-AMC fluorescence, 60 min; Q9NZ08; hit rate 0.15% among 340,000;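 active = mean replicate inhibition of at least 30%, or all replicates individually reaching that 30% level; inactive = mean below 30% and not every replicate reaching it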;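 also: 0% = neutral control wells and 100% = L-leucinethiol positive control wells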
Target sequence (Q9NZ08 whole entry, looked up): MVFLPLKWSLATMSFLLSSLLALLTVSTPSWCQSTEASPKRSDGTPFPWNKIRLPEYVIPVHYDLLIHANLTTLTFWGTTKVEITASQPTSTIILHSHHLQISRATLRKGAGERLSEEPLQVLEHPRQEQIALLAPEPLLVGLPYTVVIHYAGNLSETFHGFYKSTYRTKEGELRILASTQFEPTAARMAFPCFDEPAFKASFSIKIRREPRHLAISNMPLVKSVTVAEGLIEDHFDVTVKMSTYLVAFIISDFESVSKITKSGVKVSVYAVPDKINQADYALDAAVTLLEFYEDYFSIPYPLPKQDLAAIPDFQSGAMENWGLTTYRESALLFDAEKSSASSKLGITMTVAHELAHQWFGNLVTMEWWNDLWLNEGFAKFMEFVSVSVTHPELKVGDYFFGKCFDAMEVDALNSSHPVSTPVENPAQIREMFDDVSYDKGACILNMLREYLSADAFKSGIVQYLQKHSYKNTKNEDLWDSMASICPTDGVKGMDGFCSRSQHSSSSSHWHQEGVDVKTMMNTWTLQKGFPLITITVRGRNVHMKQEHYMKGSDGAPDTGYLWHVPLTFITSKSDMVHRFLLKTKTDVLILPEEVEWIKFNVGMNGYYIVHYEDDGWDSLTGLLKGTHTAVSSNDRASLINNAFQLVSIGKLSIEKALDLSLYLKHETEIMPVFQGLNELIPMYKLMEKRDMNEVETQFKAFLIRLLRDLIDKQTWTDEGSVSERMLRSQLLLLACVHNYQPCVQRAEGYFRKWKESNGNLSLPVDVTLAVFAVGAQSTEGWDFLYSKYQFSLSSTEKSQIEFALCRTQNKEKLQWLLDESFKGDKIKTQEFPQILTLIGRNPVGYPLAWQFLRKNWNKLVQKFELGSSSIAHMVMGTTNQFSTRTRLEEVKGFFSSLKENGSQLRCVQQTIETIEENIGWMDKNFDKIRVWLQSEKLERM
* = called active by the depositor; nt = not tested or not shown. An excerpt; the hit share may differ from the screen's.

SMILES	Cneo AK release	C2C12 statin	PGC1a acetyl inh	LGR2 antag	XiGFP reactiv	S100A4 inh HTS	SIRT5 inh	ERAP1 inh
O=C(c1ccncc1)N1N=C(c2ccc(Br)cc2)CC1c1ccccc1O (stereo unspecified)	0	15	-21	17	0.0	3	2	-2
C[C@@H]1CN([C@H](C)CO)C(=O)c2cccc(NC(=O)Nc3cccc4ccccc34)c2O[C@@H]1CN(C)S(=O)(=O)c1cn(C)cn1	3	2	5	12	0.2	2	0	2
COc1ccc(Br)cc1/C=N/n1nnnc1N	1	4	4	4	0.0	-3	1	0
CCOC(=O)c1[nH]c(C)c(C(=O)NC)c1C	2	1	nt	-4	0.2	-2	nt	nt
CC(C)N1C(=S)N(Cc2ccco2)C(=O)C1CC(=O)Nc1ccccc1 (stereo unspecified)	nt	nt	nt	-1	-0.1	2	-1	-5
C[C@@H]1CN([C@@H](C)CO)C(=O)c2cc(-c3cccnc3)cnc2O[C@H]1CN(C)S(C)(=O)=O	-2	nt	-4	-16	-0.7	1	4	1
COc1ccc(C(=O)NCC(=O)N2CCCC(C(F)(F)F)C2)cc1OC (stereo unspecified)	2	6	-2	-22	-0.1	0	-1	-3
CC1CN(C(=O)CN2C(=O)NC3(CCCC3)C2=O)C(=Nc2cccc(S(=O)(=O)N(C)C)c2)S1 (stereo unspecified)	-1	1	nt	-1	-0.1	0	-1	-1
CC(C)NC(=O)N[C@H]1CC[C@H](CCNS(=O)(=O)c2ccc(F)cc2)O[C@H]1CO	-4	0	-4	-9	-0.3	12	1	0
COc1ccc(CCN2CC(C(=O)Nc3cc(F)ccc3F)CC2=O)cc1OC (stereo unspecified)	6	-4	nt	-4	0.0	-6	-8	1
C[C@@H]1CN([C@H](C)CO)C(=O)c2cccc(NC(=O)Nc3ccc4c(c3)OCO4)c2O[C@H]1CN(C)Cc1ccc(C(F)(F)F)cc1	nt	nt	9	4	0.1	-13	10	0
CC(=O)Nc1cc(-c2ccc(C(=O)N3CCOCC3)cc2)cn2c(-c3cccc(C(C)=O)c3)cnc12	-1	1	4	-3	0.0	-1	-3	5
C[C@@H]1CN([C@H](C)CO)C(=O)c2cccc(NC(=O)Nc3cccc4ccccc34)c2O[C@@H]1CN(C)S(=O)(=O)c1ccc(Cl)cc1	nt	nt	3	-14	0.1	-7	7	-2
CC(C)C[C@@H](NC(=O)OC(C)(C)C)C(=O)N1O[C@]23C=C[C@]14C[C@@H](O)CC[C@]4(C)C2CC[C@]1(C)[C@@H]([C@H](C)/C=C/[C@H](C)C(C)C)CC[C@H]13 (stereo partly specified)	nt	nt	nt	8	0.0	-3	nt	-2
O=C(CC12CC3CC(CC(C3)C1)C2)NCc1ccco1	nt	nt	nt	13	0.1	-2	8	1
CCc1ccc(Nc2cc(C)nc3ncnn23)cc1	6	3	-3	14	0.0	-7	3	-1
CCCOc1ccc(/C=C/C(=O)N2CCOCC2)cc1	-2	-3	7	-20	0.3	0	2	1
NC(=O)CN1CCN(C2CC(=O)N(CCc3ccccc3)C2=O)CC1 (stereo unspecified)	2	-6	0	13	-0.1	2	-2	4
N#CCC(=O)NNC(=S)NC(=O)C(c1ccccc1)c1ccccc1	nt	nt	nt	0	0.0	-1	4	1
COc1ccc(C2C(C(=O)c3ccco3)=C(O)C(=O)N2CCOCCO)cc1OC (stereo unspecified)	-1	-5	6	14	nt	nt	nt	nt
CC=Cc1ccc2n(c1=O)C[C@H]1[C@H](CO)[C@@H](C(=O)N3CCCCC3)[C@@H]2N1C(=O)C1CC1 (mixture of isomers)	3	-6	nt	5	0.3	1	-15	0
CN(CC(=O)NCCc1ccc(Cl)cc1)S(=O)(=O)c1cccs1	-1	-10	-19	-1	0.0	-4	2	0
Cc1ccccc1NC(=O)C(=O)NC(C)CCc1ccccc1 (stereo unspecified)	nt	nt	nt	0	0.2	1	-6	0
CC12CC(=O)C3C(CCC4=CC(=O)CCC43C)C1CC=C2CC(=O)O (stereo unspecified)	3	2	0	-6	0.0	2	1	-1
COc1ccc(OC)c(Cc2nnc(CCC(=O)NCc3ccc(C)s3)o2)c1	nt	nt	-4	10	-0.2	-3	-3	1
CCc1nc2ccc(C(=O)NCCCN3CCCC3=O)cn2c1N(CC)CCN(C)C	-1	-9	nt	0	0.0	-3	-4	-3
CCSc1nnc(NC(=O)CSc2nnc(CNC(=O)c3ccc(OC)c(OC)c3)o2)s1	nt	nt	nt	nt	0.4	-20	-1	-2
COc1ccc(OC)c(NC(=O)CN(C)CC(=O)Nc2ccccc2Cl)c1	0	33	7	-4	0.1	0	-37	-1
Cc1noc(C)c1NC(=O)N(C)C[C@@H]1Oc2ncc(C#CC3CCCC3)cc2C(=O)N([C@H](C)CO)C[C@@H]1C	10	3	-7	7	-0.4	-2	3	-2
O=C(/C=C/c1ccc(F)cc1)Nc1cccc(S(=O)(=O)N2CCOCC2)c1	-2	-4	-2	-7	0.2	3	nt	-1
COc1ccc(S(=O)(=O)Nc2c(F)cccc2F)cc1	-1	-7	7	-2	0.0	-4	nt	0
O=C(c1ccco1)N1CCN=C1SCc1ccccc1Cl	-2	-3	-9	4	0.0	-12	nt	nt
CNC(=O)C[C@@H]1CC[C@@H]2[C@@H](COc3ccc(NC(=O)Nc4ccccc4F)cc3C(=O)N2C)O1	-3	-5	3	-8	0.2	nt	nt	nt
Cc1ccc(S(=O)(=O)N2CCC(C(=O)N3CCC(C(=O)NCc4cccnc4)CC3)CC2)cc1	0	-3	5	15	nt	-3	0	4
Nc1nc(N)c(N=Nc2ccc(S(N)(=O)=O)cc2)c(=O)[nH]1	5	3	17	14	0.0	0	0	6
COc1ccc(-c2noc3c2-c2nc(-c4ccc(C)cc4)sc2CC3)cc1	1	-5	-32	-23	0.0	nt	nt	nt
C=CCc1c(C)nc(-c2ccccc2)nc1Nc1ccccc1O	nt	nt	nt	-10	0.3	8	-5	1
CC(=O)c1ccc(NC(=O)CSc2nc(=O)n3cccc(C)c3n2)cc1	-2	9	-6	-13	0.0	30	4	-3
Cc1nc2ccc([N+](=O)[O-])cc2nc1C	nt	nt	8	14	0.1	-1	-5	9
CCCCNC(=O)Nc1nc2ccccc2s1	nt	nt	-8	-38	0.0	-9	4	0
COc1ccc2[nH]cc(C(=O)NCCc3ccccc3)c(=O)c2c1	-1	4	nt	-14	0.0	-1	2	-2
CCn1c(SCC(=O)Nc2cc(C)on2)nnc1-c1ccc(C)cc1	0	-31	8	15	0.4	0	-1	3
C[C@@H]1CN([C@@H](C)CO)C(=O)c2cc(NC(=O)C3CC3)ccc2O[C@@H]1CN(C)CC1CCCCC1	1	16	-10	-5	-1.2	4	nt	2
CN(C)c1cccc(C(=O)OCC(=O)NC2CCCC2)c1	1	0	2	-22	0.0	-1	-2	3
C[C@@H]1CCCCO[C@H](CN(C)C(=O)Nc2ccc(C(F)(F)F)cc2)[C@@H](C)CN([C@H](C)CO)C(=O)c2cc(NC(=O)Nc3ccc(C(F)(F)F)cc3)ccc2O1	3	nt	2	6	0.3	0	3	-7
COc1ccc2sc(-c3ccccc3OC)c(-c3ccc(OC)nc3)c2c1	-2	14	nt	-9	0.2	-10	nt	nt
CCC(C)n1nccc1NC(=O)C(C)Cl (stereo unspecified)	nt	nt	nt	0	0.1	6	-3	-4
N#C/C(=C(/O)CN1CCCC1)c1nc(-c2ccccc2)cs1	-3	-16	4	-22	0.1	-10	-2	-2
C[C@H](CO)N1C[C@H](C)[C@@H](CN(C)C(=O)Oc2ccccc2)OCc2ccccc2-c2ccccc2C1=O	-1	-15	1	-4	0.2	5	-2	-1
O=c1c2sccc2nc(SCc2cc(=O)n3ccccc3n2)n1Cc1ccccn1	nt	nt	nt	-37	0.0	-2	-1	-2
COc1ccccc1NC(=O)c1cc2ccccc2nc1C	nt	-10	-4	-10	0.1	-5	1	-6
S=c1[nH]nc(-c2ccco2)n1/N=C/c1ccc(Cl)cc1	-15	nt	-8	-2	0.0	1	-6	0
O=C(C[C@H]1CC[C@H]2[C@@H](COC[C@@H](O)CN2S(=O)(=O)c2ccc(Cl)cc2)O1)NCc1ccc(Cl)c(Cl)c1	2	-12	7	7	0.1	3	11	-1
O=C(O)C[C@H]1C[C@H]2c3cc(NC(=O)C4CCC4)ccc3O[C@H]2[C@H](CO)O1	3	-4	13	11	0.0	25	-5	-1
CC(=O)N1c2ccc(S(=O)(=O)CCC(=O)O)cc2CC1C (stereo unspecified)	-3	4	6	16	nt	nt	nt	nt
Oc1ccccc1-c1nc2ccccc2nc1-c1ccccc1	-1	11	1	-3	0.2	0	-2	-4
COc1ccccc1CCn1cnc(-c2ccc(Br)cc2)c1CC(C)C	nt	nt	nt	35	0.1	0	nt	3
Cc1cc(NC(=O)COC(=O)C2CC(=O)N(c3ccccc3Cl)C2)no1 (stereo unspecified)	1	5	-6	8	0.0	-13	-1	-4
COc1cccc(C(=O)Nc2cc(NC(=O)c3cccs3)ccc2C)c1OC	-2	-5	nt	3	0.0	1	0	-1
Nn1cc(-c2ccccc2)nc1SCC(=O)Nc1ccc(S(N)(=O)=O)cc1	-5	-14	7	-10	0.0	0	0	-1
Other records follow:
SMILES	Cneo AK release	C2C12 statin	PGC1a acetyl inh	LGR2 antag	XiGFP reactiv	S100A4 inh HTS	SIRT5 inh	ERAP1 inh
O=c1nc2c(O)cccn2c2c1c(=O)[nH]c1ccccc12	-3	nt	-3	-3	-0.1	0	5	4
CN(C)S(=O)(=O)N1CCC(Oc2cccc(C(=O)NC3CCCCC3)c2)CC1	-2	-3	2	-2	0.0	-3	-1	2
C[C@@H]1CN([C@@H](C)CO)C(=O)c2cccc(NC(=O)c3cnccn3)c2O[C@@H]1CN(C)CC1CCCCC1	1	-40	11	8	0.0	-12	nt	-6
Cc1cc(NC(=O)c2cc(-c3ccc(O)cc3)on2)no1	-7	23	2	-54	1.4	-2	-1	-1
CCOC(=O)c1ccc(NC(=O)c2cc(S(=O)(=O)N3CCOCC3)cn2C)cc1	4	-1	nt	4	0.2	2	1	1
Nc1ccc(S(=O)(=O)Nc2ccc(C(=O)c3ccccc3)cc2)cc1	3	-2	-20	7	0.3	0	nt	-4
NC(=O)CC(NC(=O)Cc1ccc(Br)cc1)c1ccc(NCc2ccc(F)cc2)c([N+](=O)[O-])c1 (stereo unspecified)	6	11	nt	-13	0.0	-1	5	4
CCOC(=O)N1CCC(N(CCCOC)C(=O)Nc2ccc(CC)cc2)CC1	13	-4	7	10	nt	-2	-2	0
COc1cccc(-n2c(Cc3cc(=O)[nH]c(=O)[nH]3)nnc2SCC(=O)NC2CCCCC2)c1	-2	-4	-4	-10	0.1	-4	-5	1

Another view of some results above.
Results follow in this order: Cneo AK release	C2C12 statin	PGC1a acetyl inh	LGR2 antag	XiGFP reactiv	S100A4 inh HTS	SIRT5 inh	ERAP1 inh
Cc1ccc(S(=O)(=O)N2CCC(C(=O)N3CCC(C(=O)NCc4cccnc4)CC3)CC2)cc1
→ 0	-3	5	15	nt	-3	0	4
Nc1nc(N)c(N=Nc2ccc(S(N)(=O)=O)cc2)c(=O)[nH]1
→ 5	3	17	14	0.0	0	0	6
COc1ccc(-c2noc3c2-c2nc(-c4ccc(C)cc4)sc2CC3)cc1
→ 1	-5	-32	-23	0.0	nt	nt	nt
C=CCc1c(C)nc(-c2ccccc2)nc1Nc1ccccc1O
→ nt	nt	nt	-10	0.3	8	-5	1

Screening results: PubChem, Broad Institute
